CHOP inh: CHOP inhibition in unfolded protein response; CHO-K1 CHOP-promoter luciferase, tunicamycin-induced, 15-18 h; inhibition, % at 10 µM; 3.8% of 220,000 active; AID 2732;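 active means compounds that reduced the stress-induced luciferase reporter signal by more than about 70% of percent inhibition, limit read from the data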;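 further: 0% = tunicamycin plus vehicle and 100% = wells without tunicamycin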
NPY-Y1 antag: NPY-Y1 (human) receptor antagonism | P25929 | HEK293-CNG Y1 cells, membrane potential fluorescence; NPY at EC95, then isoproterenol | inhibition, % at 3.6 µM | 1% of 200,000 active | AID 1040;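 active means inhibition above the campaign mean inhibition of all tested compounds plus 3 SD, cut at about 20% in these data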;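 further: 0% = DMSO wells given NPY plus isoproterenol and 100% = isoproterenol alone without NPY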
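Assay system: HEK293 cells with Y1 receptor plus CNG channel | Probe or stimulus: NPY (25 nM), isoproterenol (1 µM), Ro 20-1724 (25 µM) | Timing: Compound incubation 1 h at room temperature, readout 45 min post-stimulation | Measured by: Membrane-potential fluorescent dye readout | Benchmarks: High control isoproterenol alone, low control NPY with isoproterenol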
BaF3 parental: reduces parental Ba/F3 cell viability, JAK2V617F counter-screen | 1.1% of 220,000 active | CellTiter-Glo ATP luminescence | inhibition, % at 5.6 µM;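 active means inhibition above a per-campaign cutoff, the mean inhibition of all tested compounds plus 3 SD, cut at about 27% in these data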;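 further: 0% = DMSO wells and 100% = JAK Inhibitor I control wells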
NPY-Y1 PAM-ag: potentiates or activates human NPY-Y1 receptor. 0.37% of 220,000 active. AID 1304. activation, % at 3.6 µM. NPY-Y1 expressing cells, potentiator/agonist activation; in the data active means activation above about 33%, passing the limit was not always enough;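 further: cells stimulated with NPY at EC10 then isoproterenol at EC100; 0% = low agonist plus stimulus and 100% = saturating agonist plus stimulus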
S1P4 ag: activates the human S1P4 receptor; AID 1509; activation, % at 4.98 µM; 0.35% of 220,000 active; O95977; S1P4-expressing cell line, agonist reporter assay; in the data active means activation above about 11%;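 further: 0% = DMSO vehicle and 100% = reference agonist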
S1P4 antagonist: blocks the human S1P4 receptor; AID 1510; inhibition, % at 4.98 µM; O95977; S1P4-expressing cells, antagonist mode, reporter read-out; 0.26% of 220,000 active; in the data active means inhibition above about 29%;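 further: 0% = wells stimulated with agonist and 100% = vehicle wells without agonist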
NPY-Y2 PAM-ag: potentiators or agonists of human neuropeptide Y receptor Y2; cells expressing NPY-Y2, potentiator/agonist read-out; 0.45% of 220,000 active; activation, % at 3.6 µM; AID 1359; in the data active means activation above about 27%;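 further: cells stimulated with NPY near EC25 plus isoproterenol at EC100; 0% = vehicle plus submaximal agonist and 100% = vehicle plus saturating agonist; some results beyond the cut were filed as inactive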
Target sequence (P49146 whole entry, looked up): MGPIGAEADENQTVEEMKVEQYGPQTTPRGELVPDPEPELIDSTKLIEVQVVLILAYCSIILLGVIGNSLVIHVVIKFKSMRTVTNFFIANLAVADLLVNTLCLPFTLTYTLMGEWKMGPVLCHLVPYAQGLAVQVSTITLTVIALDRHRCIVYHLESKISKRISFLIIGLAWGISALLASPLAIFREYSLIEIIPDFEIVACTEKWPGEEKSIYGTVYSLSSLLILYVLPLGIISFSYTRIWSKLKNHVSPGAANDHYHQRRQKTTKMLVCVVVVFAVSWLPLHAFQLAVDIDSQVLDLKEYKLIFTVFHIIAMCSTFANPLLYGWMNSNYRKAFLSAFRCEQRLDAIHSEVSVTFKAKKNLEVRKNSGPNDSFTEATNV
NCF1 inh: p47phox (human) inhibition; P14598; p47phox/p22phox peptide binding, fluorescence polarization, 2 h; inhibition, % at 24.7 µM; 0.53% of 220,000 active; AID 1274;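 active means inhibition above about 30%, limit read from the data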;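 further: 0% = p47phox with labelled peptide and 100% = labelled peptide alone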
Target sequence (P14598 whole entry, looked up): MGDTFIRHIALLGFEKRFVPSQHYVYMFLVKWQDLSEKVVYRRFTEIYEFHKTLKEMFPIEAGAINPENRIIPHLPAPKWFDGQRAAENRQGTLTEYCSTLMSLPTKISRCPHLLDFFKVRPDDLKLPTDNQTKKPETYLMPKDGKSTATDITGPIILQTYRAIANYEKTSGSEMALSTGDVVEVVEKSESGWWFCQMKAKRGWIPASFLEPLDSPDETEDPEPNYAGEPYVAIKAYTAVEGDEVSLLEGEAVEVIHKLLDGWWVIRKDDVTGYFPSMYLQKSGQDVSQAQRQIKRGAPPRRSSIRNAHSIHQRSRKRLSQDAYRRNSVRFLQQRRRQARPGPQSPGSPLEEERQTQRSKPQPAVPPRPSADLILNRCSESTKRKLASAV
Ba/F3 V617F tox: loss of viability in JAK2V617F-driven Ba/F3 cells | Ba/F3 EpoR-JAK2V617F viability, ATP luminescence | inhibition, % at 5.6 µM | 1.1% of 220,000 active;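 active means inhibition above the campaign mean plus 3 SD over all tested compounds, cut at about 24% in these data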;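 further: cytokine-independent growth of Ba/F3 cells driven by EpoR plus mutant JAK2; 0% = DMSO-treated cells and 100% = JAK inhibitor I control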
* = called active by the depositor; . = not tested or not shown.

SMILES | CHOP inh | NPY-Y1 antag | BaF3 parental | NPY-Y1 PAM-ag | S1P4 ag | S1P4 antagonist | NPY-Y2 PAM-ag | NCF1 inh | Ba/F3 V617F tox
CCCCCC(=O)Nc1ccc2ccccc2c1 | 9 | 4 | 12 | -6 | -2.1 | -6 | -15 | -5 | 5
Cc1cc(N)n(-c2ccc([N+](=O)[O-])cc2)n1 | 7 | 6 | 6 | 15 | -0.1 | -5 | 3 | -13 | 1
Cn1c(=O)c2c(nc(CN3CCN(CCO)CC3)n2Cc2cccc3ccccc23)n(C)c1=O | -8 | 9 | 3 | 13 | 1.0 | 11 | -7 | -4 | 4
Clc1ccccc1Cn1nnc2c(NCCN3CCOCC3)ncnc21 | 30 | 5 | 1 | 8 | 0.5 | -25 | 17 | -11 | -1
N#Cc1ccc(/C=N/N=C(N)N)cc1 | 21 | 3 | 6 | -25 | -3.2 | 2 | 0 | 0 | 3
CSCCC(NC(N)=O)C(=O)NCc1ccccc1Cl (stereo not given) | -26 | 3 | 3 | 6 | -2.6 | -15 | 4 | 0 | 0
CC(C)[C@H](NC(=O)c1ccc(F)cc1)C(=O)OCC(=O)NC(=O)c1cccn1C | 6 | -3 | 2 | -19 | 1.3 | -4 | 12 | 0 | -3
CC(=O)c1c(N2CCOCC2)nc(=O)n(-c2ccccc2)c1C | -13 | 4 | 4 | -11 | -1.1 | -7 | -4 | -5 | -5
CCC(C(=O)Nc1ncn[nH]1)(C(F)(F)F)C(F)(F)F | 23 | 3 | -1 | -2 | 0.7 | 0 | 6 | -4 | 1
COC(=O)c1cccc(CSc2nnc(-c3ccco3)n2-c2ccccc2)c1 | 2 | 6 | 10 | -9 | 1.1 | -7 | 8 | -8 | -1
Cc1ccc(S(=O)(=O)/C=C2\NC(=O)CS2)cc1 | 0 | 19 | 1 | 15 | -0.6 | 22 | -3 | -30 | -2
CN1CCN(C(=S)NC(=O)/C=C/c2cccc3ccccc23)CC1 | 20 | 4 | 6 | -12 | 0.2 | 10 | -15 | -11 | 3
CC(NC(=O)c1ccc(CS(=O)(=O)Cc2ccccc2F)o1)c1ccc2c(c1)OCCO2 (stereo not given) | 8 | 3 | 0 | 12 | 1.7 | -5 | 12 | -10 | -3
Cn1c(=O)c2c(SC3CCCC3)nc(CC(C)(C)C)nc2n(C)c1=O | . | 1 | 3 | 5 | 1.5 | -14 | -20 | . | 0
COc1ccc(-c2nc(CS(=O)CC(=O)NCCCN3CCCC3)c(C)o2)cc1OC (stereo not given) | 7 | 0 | 4 | 7 | 1.3 | -1 | -21 | -5 | -3
O=C(Nc1ccc(Cl)c(Cl)c1)Nc1ccccc1O | -7 | . | 12 | 41 | -1.0 | 13 | 30 | -31 | 12
COc1cc2c(cc1NC(=O)Nc1cccc(C)c1)oc1ccccc12 | 90* | 2 | 7 | 5 | 0.9 | 1 | -10 | 0 | 7
O=C(COC(=O)CCCN1C(=O)c2ccccc2C1=O)Nc1cc(Cl)cc(Cl)c1 | -3 | -1 | -2 | -22 | 0.2 | 2 | 0 | -24 | -6
CC1=C(C(=O)NCc2ccccc2)C(c2ccc(C)o2)n2ncnc2N1 (stereo not given) | 9 | -4 | 3 | 1 | -0.7 | 0 | -2 | 4 | -4
Cc1ccc(CNc2ccc(S(=O)(=O)N3CCOCC3)cc2[N+](=O)[O-])cc1 | 24 | 1 | 6 | -6 | 1.4 | -10 | 9 | 2 | -3
CCN(CC)c1ccc(N=Cc2cc(Br)ccc2O)cc1 | 11 | -2 | 6 | 8 | 0.7 | 2 | 4 | -39 | -1
COc1cc(C(=O)NC(=S)Nc2cccc(-c3cc4ccccc4oc3=O)c2)cc(OC)c1OC | 25 | 15 | 2 | -25 | 2.4 | -11 | -22 | -15 | 1
C/C(=N\Nc1cc(C(F)(F)F)ccc1Cl)c1ccccc1O | 57 | 5 | 6 | -23 | 1.3 | -15 | -5 | -10 | 1
CC(C)NC(=O)CCNC(=O)c1ccc(F)cc1 | 30 | -1 | -3 | -6 | 1.3 | 4 | 4 | -3 | 0
COc1ccc(CCn2c(C)cc(C(=O)CSc3nnc(N)s3)c2C)cc1 | 22 | 5 | 2 | -19 | 0.0 | 2 | -28 | 2 | 1
Cc1nc2ncnn2c(C)c1CCC(=O)N1CCN(c2ccccn2)CC1 | -14 | -2 | -3 | -4 | -1.3 | -10 | -3 | 2 | -4
CCCCCCCCS(=O)c1sc2nc(C)cc(C)c2c1N (stereo not given) | 9 | 1 | 3 | -23 | 0.8 | -13 | -2 | -4 | -4
CCOCCCNC(=O)CSc1ccccc1 | 10 | -4 | 5 | -5 | 1.0 | 4 | 10 | -8 | 4
O=C(Nc1ccc(F)c([N+](=O)[O-])c1)C1CC(=O)N(Cc2ccccc2)C1 (stereo not given) | 48 | -5 | 2 | 17 | 0.0 | -27 | 31 | -6 | -3
Cc1nnc(SCc2cccs2)[nH]c1=O | 17 | 14 | 7 | -7 | -0.7 | -10 | 6 | -1 | 1
O=C(CSc1ccccc1)Nc1ccccc1C(=O)O | 7 | 10 | 5 | -16 | -1.3 | -3 | -19 | -16 | -3
CCN(CC)S(=O)(=O)c1cccc(C(=O)Nc2nc3cc4c(cc3s2)OCCO4)c1 | . | 2 | 5 | -11 | -1.0 | -19 | 3 | -22 | 0
COc1cc2[nH]c(=S)nc(Nc3ccc(NC(C)=O)cc3)c2cc1OC | 9 | -2 | 2 | 19 | 0.1 | -9 | 10 | -11 | 1
N/C(=N\OC(=O)COc1ccc(Br)cc1Cl)c1ccncc1 | 3 | 8 | 6 | -8 | -0.1 | 3 | 1 | -6 | 1
CC1CCCCC1NC(=O)COC(=O)c1ccccc1NC(=O)c1ccco1 (stereo not given) | 17 | 30* | 3 | -32 | -1.2 | -13 | -8 | -1 | -2
O=C1c2ccccc2C(=O)N1CCc1csc(-c2cccc(Cl)c2)n1 | 11 | 15 | 9 | -56 | 0.1 | 3 | -25 | -14 | 2
CCOC(=O)c1cc2c(=O)n3ccccc3nc2n(CCCOC)c1=NC(=O)c1ccncc1 | 10 | 3 | 6 | 7 | 1.3 | 6 | 2 | -4 | 0
CCOC(=O)c1[nH]c2ccccc2c1NC(=O)c1ccc2c(c1)OCO2 | 4 | 1 | 6 | -7 | -1.1 | -16 | 11 | -10 | 6
CCCCn1c(CCCNC(=O)CC)nc2ccccc21 | -2 | 3 | 2 | -23 | -0.8 | -6 | 6 | -6 | -4
O=c1cc(CSc2nnnn2-c2ccccc2)nc2sccn12 | 3 | -3 | 5 | 14 | 0.0 | 15 | 19 | 2 | -5
CN1CCN(S(=O)(=O)c2ccc(Sc3nnc(-c4cccs4)n3-c3ccccc3)nc2)CC1 | 38 | 4 | 3 | 11 | -0.2 | 4 | 0 | -23 | -1
O=C(N/N=C/c1ccc(O)cc1)c1cc[n+](Cc2ccccc2)cc1 | -7 | 3 | 1 | 2 | -0.2 | -21 | 11 | -3 | -3
COc1ccccc1NC(=O)c1nn(-c2ccc(OC(F)(F)F)cc2)ccc1=O | 22 | 2 | 4 | -30 | 0.1 | 5 | -8 | -3 | 0
O=c1oc2ccccc2cc1-c1csc(NN=C2CCCC2)n1 | 12 | 10 | 5 | -43 | 1.4 | -8 | 1 | 6 | -2
Cc1ccc(C(=O)Nc2ccc(C(=O)/C=C/c3cccs3)cc2)cc1 | -21 | 3 | 3 | -1 | 3.0 | -10 | -6 | -7 | -1
NS(=O)(=O)c1ccc(NC(=O)/C=C/c2ccccc2Cl)cc1 | 23 | 0 | 8 | -2 | -0.9 | 2 | -20 | 2 | 4
Cc1ccc(CNc2ncc(-c3ccccc3)n2C)o1 | -20 | 1 | 0 | -19 | -0.5 | 13 | -21 | -2 | -3
CCOC(=O)c1sc(NC(=O)CSc2n[nH]c(CC(C)C)n2)nc1C | 17 | 0 | 3 | 3 | 1.1 | 3 | 3 | 1 | -2
COC(=O)c1ccc(C(NC(=O)c2cccnc2)NC(=O)c2cccnc2)cc1 | 5 | 6 | 0 | 8 | -1.0 | 2 | -5 | 2 | 4
Cc1ccc(Nc2ccc3nonc3c2[N+](=O)[O-])cc1 | 8 | 2 | 9 | 5 | 0.7 | -12 | 2 | -12 | -1
CN(C)c1nc(OCCNC(=O)Nc2ccccc2)nc(N2CCOCC2)n1 | 17 | -2 | 6 | -10 | 0.5 | -17 | 1 | -16 | -1
CCN1CCN(CC(=O)N2N=CCC2c2ccccc2)CC1 (stereo not given) | 5 | . | -2 | -9 | 0.5 | 5 | -18 | -7 | 0
O=C(/C=C/c1ccc(-c2ccc(F)cc2)o1)N1CCCC1 | -34 | -1 | -2 | 7 | -0.6 | 1 | -2 | -8 | -3
O=C(NCCCN1CCCCCC1)C1CC(=O)N(CCc2ccccc2)C1 (stereo not given) | 14 | -3 | 6 | 5 | 1.9 | 0 | -4 | 55* | 0
O=C(CN(Cc1ccco1)S(=O)(=O)c1cccs1)Nc1ccccc1C(F)(F)F | 15 | 0 | -4 | -5 | -0.1 | 9 | -10 | -1 | -5
O=C(CN1CCOCC1)NN1CC(=O)N(c2ccc(Cl)cc2)CC1=O | -12 | . | -1 | -5 | 0.0 | 2 | 4 | -6 | -2
Cc1cc(C)c(C)c(S(=O)(=O)NCC(=O)Nc2sc3c(c2C(N)=O)CCCC3)c1C | 95* | 7 | 6 | -16 | -4.1 | 22 | -11 | -35 | 1
COc1ccc(C(O)c2nc3ccccc3s2)cc1 (stereo not given) | -24 | 5 | 2 | -3 | 2.5 | 1 | 5 | -7 | 0
COc1ccc(NC(=O)C2C3CCC(C3)C2C(=O)O)cc1OC (stereo not given) | 25 | 4 | 3 | -6 | 1.9 | 0 | -1 | -18 | -4
O=C(CCCCO)CCCCCCCC[C@H]1N[C@H](CO)[C@H](O)[C@@H]1O[C@@H]1O[C@H](CO)[C@@H](O)[C@H](O)[C@H]1O | -4 | 3 | 3 | -33 | 1.6 | 3 | 6 | -6 | -3

Next section:
SMILES | CHOP inh | NPY-Y1 antag | BaF3 parental | NPY-Y1 PAM-ag | S1P4 ag | S1P4 antagonist | NPY-Y2 PAM-ag | NCF1 inh | Ba/F3 V617F tox
Cn1c(SCC(=O)NCc2ccc(F)cc2)nc2c([nH]c3ccccc32)c1=O | -12 | -3 | -1 | -10 | 1.4 | -17 | -3 | -9 | 0
CC(c1ccon1)N(C)Cc1cn[nH]c1-c1ccc(F)cc1F (stereo not given) | 11 | . | -2 | 15 | -0.7 | -1 | -2 | -5 | -5
CCO[C@@H]1OC(C(=O)N2CCN(Cc3ccc4c(c3)OCO4)CC2)=C[C@H](c2ccc3c(c2)OCO3)[C@H]1CCCO | 1 | -4 | -1 | 7 | 0.7 | -10 | -10 | -3 | 5
O=C(Cn1nc(Cc2ccncc2)c2ccccc2c1=O)Nc1cccnc1Cl | -8 | . | -1 | 6 | -1.5 | -14 | 12 | -2 | -5
N/C(=N\OC(=O)Cc1ccc(-c2ccccc2)cc1)c1cccc([N+](=O)[O-])c1 | -13 | 10 | 6 | -12 | -1.6 | -2 | 1 | -9 | -2
